Screens as filed in PubChem BioAssay.
GDH-TPI inh: inhibits GDH-TPI coupling enzymes, artifact for Mtb FBA screen; GDH-TPI coupled enzyme counterscreen, NADH absorbance; inhibition, % at 4.8 µM; 360,000 tested, 1.2% active; AID 588335;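 note: 0% = DMSO wells and 100% = wells lacking the enzyme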
Mtb UGM inh: Mtb UDP-galactopyranose mutase inhibition | P9WIQ1 | purified UGM, fluorescence polarization probe displacement | AID 504406 | 320,000 tested, 0.06% active | inhibition, % at 10 µM; in the data active = inhibition above about 10%, passing the limit was not always enough; inconclusive = no clear call, values can overlap the other calls
Target sequence (P9WIQ1 whole entry, looked up): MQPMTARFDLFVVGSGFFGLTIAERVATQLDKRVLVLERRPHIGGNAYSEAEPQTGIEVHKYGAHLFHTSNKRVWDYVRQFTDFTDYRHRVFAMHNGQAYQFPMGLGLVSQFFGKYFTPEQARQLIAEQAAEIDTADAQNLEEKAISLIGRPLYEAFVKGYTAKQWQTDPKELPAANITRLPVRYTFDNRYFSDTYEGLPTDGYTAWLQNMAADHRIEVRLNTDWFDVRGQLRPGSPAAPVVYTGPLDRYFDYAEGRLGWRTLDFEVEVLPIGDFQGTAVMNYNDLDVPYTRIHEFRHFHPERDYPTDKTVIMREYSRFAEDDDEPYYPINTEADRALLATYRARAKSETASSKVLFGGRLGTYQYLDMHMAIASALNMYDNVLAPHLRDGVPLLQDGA
BioA inh: blocks M. tuberculosis BioA enzyme activity. purified M. tuberculosis BioA enzyme, plate reader. inhibition, % at 9.99 µM. 360,000 tested, 0.096% active. AID 602481; in the data active = inhibition above about 40%; inconclusive = no clear call, values can overlap the other calls
MazEF act: activators of E. coli MazEF toxin-antitoxin RNase | P0AE70 | FAM/BHQ RNA-DNA oligo cleavage fluorescence, 5 h | activation, % at 20 µM | 350,000 tested, 0.32% active; in the data active = activation above about 50%
DUSP3 inh: inhibitors of human VHR1 phosphatase (DUSP3). inhibition, % at 13.3 µM. P51452. AID 1654. 290,000 tested, 0.52% active. recombinant VHR phosphatase, pNPP absorbance; in the data active = inhibition above about 50%; note: some compounds called inactive have numbers as strong as hits
Target sequence (P51452 whole entry, looked up): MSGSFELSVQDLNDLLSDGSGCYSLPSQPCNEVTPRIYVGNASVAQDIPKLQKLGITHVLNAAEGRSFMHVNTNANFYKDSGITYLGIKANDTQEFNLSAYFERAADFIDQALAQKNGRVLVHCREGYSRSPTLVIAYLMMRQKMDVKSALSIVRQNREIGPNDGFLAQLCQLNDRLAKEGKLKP
BoNT-F LC inh: blocks Botulinum neurotoxin F light chain protease | Multiplex microsphere protease cleavage assay, flow cytometry | inhibition, % at 10 µM | 360,000 tested, 0.22% active; in the data active = inhibition above about 35%, passing the limit was not always enough; inconclusive = no clear call, values can overlap the other calls; note: plate controls were buffer without enzyme for full effect and enzyme alone for no effect
FadD28 binding: blocks FadD28 binding to the bisubstrate probe; 360,000 tested, 0.22% active; AID 588549; fluorescence polarization; inhibition, % at 12.5 µM; in the data active = inhibition above about 8.5%, passing the limit was not always enough; inconclusive = no clear call, values can overlap the other calls
Mtb FBA inh: inhibitors of M. tuberculosis fructose-bisphosphate aldolase. 360,000 tested, 2.3% active. purified M. tuberculosis FBA, fluorescence read-out. P9WQA3. AID 588726. inhibition, % at 1 µM; in the data active = inhibition above about 27%;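 note: 0% = vehicle and 100% = reference inhibitor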
Target sequence (P9WQA3 whole entry, looked up): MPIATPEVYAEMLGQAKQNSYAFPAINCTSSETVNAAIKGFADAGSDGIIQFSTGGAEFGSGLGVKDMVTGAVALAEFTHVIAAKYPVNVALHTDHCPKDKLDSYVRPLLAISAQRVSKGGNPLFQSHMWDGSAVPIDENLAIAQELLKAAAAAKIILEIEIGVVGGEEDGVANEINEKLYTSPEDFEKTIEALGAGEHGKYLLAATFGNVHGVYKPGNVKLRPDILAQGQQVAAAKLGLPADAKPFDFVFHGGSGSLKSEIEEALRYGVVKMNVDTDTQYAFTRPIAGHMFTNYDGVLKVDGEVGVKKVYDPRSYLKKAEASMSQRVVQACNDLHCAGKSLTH
Rv3671c inh: Rv3671c (M. tuberculosis) protease inhibition. P9WHR9. inhibition, % at 5.96 µM. 320,000 tested, 0.048% active. AID 2606; in the data active = inhibition above about 38%;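 note: extracellular domain of Rv3671c used as enzyme; 0% = enzyme with DMSO and 100% = no enzyme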
CCHFV vOTU inh: blocks the CCHF virus ovarian tumor domain protease. 370,000 tested, 0.55% active. CCHFV vOTU protease, Pep-AMC fluorescence. inhibition, % at 11.5 µM; note: 0% = vehicle wells with enzyme and 100% = no enzyme wells
* marks the source's active call; other numbers are inactive results; ? = inconclusive; . = not tested or not shown; & = joins results of further samples. Cut-off read from the data, not from the text of the source, unless noted: active = inhibition above about 30%; inactive = the rest.

Start of the data: the first 4 entries, ahead of the listing:
Each structure is followed by: GDH-TPI inh	Mtb UGM inh	BioA inh	MazEF act	DUSP3 inh	BoNT-F LC inh	FadD28 binding	Mtb FBA inh	Rv3671c inh	CCHFV vOTU inh
COc1ccc(/C=C(\NC(=O)c2ccc(OC)cc2)C(=O)NC(CCSC)C(=O)O)cc1 (centres undefined)
 : 7	4.2	0.7	4	-16	-1	-2.2	2	-1	2
CN1CCN(c2ccc(N)c(N3CCN(C)CC3)c2)CC1
 : 3	0.5	.	4	15	-36	-0.3	4	-10	9
CC(=O)N1c2ccc(S(=O)(=O)N3c4ccccc4CC3C)cc2CC1C (centres undefined)
 : -13	-1.5	-0.2	2	8	5	-3.8	2	-14	20
N#CCCNc1c(Cl)cc(Cl)cc1C(=O)O
 : 0	-1.2	.	6	20	0	-0.6	1	-7	-4

All compounds of this part, previewed entries included:
Each structure is followed by: GDH-TPI inh	Mtb UGM inh	BioA inh	MazEF act	DUSP3 inh	BoNT-F LC inh	FadD28 binding	Mtb FBA inh	Rv3671c inh	CCHFV vOTU inh
COc1ccc(/C=C(\NC(=O)c2ccc(OC)cc2)C(=O)NC(CCSC)C(=O)O)cc1 (centres undefined)
 : 7	4.2	0.7	4	-16	-1	-2.2	2	-1	2
CN1CCN(c2ccc(N)c(N3CCN(C)CC3)c2)CC1
 : 3	0.5	.	4	15	-36	-0.3	4	-10	9
CC(=O)N1c2ccc(S(=O)(=O)N3c4ccccc4CC3C)cc2CC1C (centres undefined)
 : -13	-1.5	-0.2	2	8	5	-3.8	2	-14	20
N#CCCNc1c(Cl)cc(Cl)cc1C(=O)O
 : 0	-1.2	.	6	20	0	-0.6	1	-7	-4
COc1ccccc1-c1cc2nc(NCCc3ccc(S(N)(=O)=O)cc3)ccn2n1
 : 10	.	-1.3	.	.	-1	-1.6	23	.	-3
Cc1ccc(C(=O)Nc2ccccc2C(=O)O)cc1S(=O)(=O)Nc1ccc(Br)cc1
 : 8	6.3	.	-6	.	.	-15	-1	-58	20
COc1cccc(CN2CCCC(C(=O)N3CCCCC3)C2)c1 (centres undefined)
 : 9	-0.4	-1.0	9	19	-2	-1.6	1	-2	-6
CCCC[C@@H](C)C[C@@H](C)C(=O)N(C)[C@@H](CC(C)C)C(=O)N[C@H](C(=O)N(C)[C@H](C(=O)N1C[C@@H](O)C[C@H]1C(=O)N1C(=O)C=C[C@@H]1C)C(C)C)C(C)OC(C)=O (some centres undefined)
 : -1	.	4.1	10	.	-1	-1.9	0	-5	.
Cc1cc(C(=O)NCc2cccc(Cl)c2)c2ccccc2n1
 : -1	-6.9	.	9	39	-4	-2.0	2	-3	.
CCc1nnc(NC(=O)C(NC(=O)c2ccccc2Cl)C(C)C)s1 (centres undefined)
 : 1	-0.6	.	6	26	7	0.1	1	2	5
O=C(O)[C@H]1CCCN1S(=O)(=O)c1cccc2cccnc12
 : 8	-0.2	0.5	7	.	1	-3.7	1	3	4
O=[N+]([O-])c1cccc(/C=N/n2c(C3CCCCC3)n[nH]c2=S)c1
 : -1	1.7	.	-2	-36	-4	18*	-1	-2	-2
Cc1c(C(=O)NN)sc(=S)n1C
 : 22	-0.9	-3.1	4	9	?	-3.5	-1	-6	-2
COc1ccc(N2CCN(C(=O)C(=O)c3cn(CC(=O)N4CCCC4)c4ccccc34)CC2)cc1
 : 15	.	0.8	3	.	-7	-4.6	-4	.	-1
O=C(Nc1nccs1)c1cc(-c2ccco2)nc2ccccc12
 : 14	0.1	.	-3	-5	2	-5.4	1	-2	-15

New compounds follow.
Each structure is followed by: GDH-TPI inh	Mtb UGM inh	BioA inh	MazEF act	DUSP3 inh	BoNT-F LC inh	FadD28 binding	Mtb FBA inh	Rv3671c inh	CCHFV vOTU inh
COc1ccc(/C=N/NC(=O)CC(=O)NCc2cccnc2)cc1[N+](=O)[O-]
 : 8	-0.6	-5.5	7	17	2	-1.2	4	-2	0
COc1ccc(/C(O)=C2\C(=O)C(=O)N(c3cc(C)on3)C2c2ccc(OC)c(OC)c2)cc1OC (centres undefined)
 : 14	-1.8	-0.6	7	27	-23	-2.7	4	0	5
O=S(=O)(/C=C/c1ccccc1)N1CCN(c2nc(-c3ccccc3)nc3ccccc23)CC1
 : 5	-1.0	.	-16	0	-8	-4.7	2	-9	-10
CCN(CC(=O)NCc1ccc(F)cc1)C(=O)CCNS(=O)(=O)c1cccc(C)c1
 : 10	-0.9	0.1	-1	.	-15	-0.5	0	-2	1
Cc1ccc(CN2C(=O)CCC2C(=O)N2CCN(c3ccccc3)CC2)cc1 (centres undefined)
 : -11	-1.2	.	6	-5	-5	-4.1	-1	-2	-4
COc1cccc(-c2cc(C(=O)NCCCN3CCOCC3)no2)c1
 : -8	0.5	1.5	-2	34	-10	0.4	1	8	2
Nn1c(SCC(=O)Nc2ccc(F)cc2)nnc1-c1cccnc1
 : 11	-0.3	5.7	-4	-16	14	-4.8	1	-9	-1
O=S(=O)(NCCc1ccccc1)c1cccc(S(=O)(=O)N2CCOCC2)c1
 : 7	2.6	1.6	5	37	-5	-1.3	-2	0	1
O=C(Nc1ccc(C(F)(F)F)cc1)N1CCN(C(=O)c2ccco2)CC1
 : 3	-1.6	3.4	1	2	1	-0.7	-3	5	-5
CCCCCC1CC1C(=O)N/N=C/c1ccc(N(C)C)cc1 (centres undefined)
 : 25	0.4	0.5	6	24	-15	-4.0	11	-1	-9
CC1CCN(C(=O)CSc2nc(=O)n3cc(Cl)ccc3n2)CC1
 : 8	0.3	.	-3	.	9	-1.5	0	6	9
O=c1cc(Cl)c2ccccc2n1-c1ccccc1
 : 11	-0.1	-0.2	-2	.	10	1.2	1	-8	-12
CCC(C)NC(=O)COC(=O)c1oc2ccccc2c1CSc1ccc(Cl)cc1 (centres undefined)
 : 9	-3.0	.	-7	-10	1	-2.3	-4	2	-11
COc1ccc(OC)c(NC(=O)c2cc3c(cc2Cl)N2CCCCCC2=NS3(=O)=O)c1
 : 3	-0.2	-0.2	2	.	3	-3.1	-3	1	-1
Cc1cccc(C(=O)OC(C)C(=O)NC(=O)NC2CCCCC2)c1O (centres undefined)
 : 9	-1.2	-2.3	-9	.	-1	-0.1	3	-1	.

Filtered by structure, the compounds so far containing two or more sulfur atoms.
Each structure is followed by: GDH-TPI inh	Mtb UGM inh	BioA inh	MazEF act	DUSP3 inh	BoNT-F LC inh	FadD28 binding	Mtb FBA inh	Rv3671c inh	CCHFV vOTU inh
Cc1c(C(=O)NN)sc(=S)n1C
 : 22	-0.9	-3.1	4	9	?	-3.5	-1	-6	-2
O=S(=O)(NCCc1ccccc1)c1cccc(S(=O)(=O)N2CCOCC2)c1
 : 7	2.6	1.6	5	37	-5	-1.3	-2	0	1

Next results
Each structure is followed by: GDH-TPI inh	Mtb UGM inh	BioA inh	MazEF act	DUSP3 inh	BoNT-F LC inh	FadD28 binding	Mtb FBA inh	Rv3671c inh	CCHFV vOTU inh
Cn1c(Cc2c[nH]c3ccccc23)n[nH]c1=S
 : 3	4.5	.	-1	7	-3	-0.4	1	2	2
COc1ccc(C(C)(C)C)cc1NC(=O)COC(=O)c1cc(SC)ccc1Cl
 : 10	2.9	.	-6	-18	-4	-1.3	2	-18	20
CC(=O)Nc1ccc(CN2CCCC(C(=O)c3ccc(C(F)(F)F)cc3)C2)cc1 (centres undefined)
 : -2	-0.2	.	9	10	-3	-4.4	-1	6	3
Cn1/c(=N/N=C/c2ccc(N3CCOCC3)cc2)sc2ccccc21
 : 20	1.3	-0.7	-13	5	2	-1.8	0	-1	3
O=C(NC(=S)NC1CCS(=O)(=O)C1)c1ccccc1Br (centres undefined)
 : 4	3.0	-0.2	2	6	-2	0.0	0	-2	-8
N#Cc1ccc(S(=O)(=O)N2CCN(CC(=O)Nc3ccccc3C(=O)NC3CC3)CC2)cc1
 : 3	-2.5	0.8	6	.	2	.	-4	-13	12
COc1ccc(/C=N/NC(=O)c2cccnc2)cc1CN1CCOCC1
 : 18	0.7	14	-9	2	?	-2.4	2	0	-2
COc1ccc(/C=C/C(=O)Nc2cccc(S(=O)(=O)NC3=NCCCCC3)c2)cc1
 : 51*	-1.0	0.2	5	26	-5	-0.3	6	-9	-2
Cc1c(N/C(=N/S(=O)(=O)c2cc([N+](=O)[O-])ccc2Cl)c2ccccc2)c(=O)n(-c2ccccc2)n1C
 : -1	-1.4	.	-6	16	2	-0.8	-3	5	12
CCOc1ccc(N(CC(=O)N2CCN(c3ccc(F)cc3)CC2)S(=O)(=O)c2c(C)noc2C)cc1
 : 8	-0.4	1.4	-13	47	0	0.1	5	-17	20
C[C@H](CO)N1C[C@H](C)[C@@H](CN(C)Cc2ccccc2)Oc2c(NC(=O)C3CCCCC3)cccc2C1=O
 : 4	0.6	-1.0&1.2	2	.	-23	-3.3	0	-3	2
O=C(C1=C[C@H](c2csc3ccccc23)C[C@H](OCc2ccc(CO)cc2)O1)N1CCN(Cc2ccccc2)CC1
 : -7	0.1	-0.3	-10	30	5	-3.1	-3	-19	21
CC[C@]1(C(=O)OC)[C@H]2C(=O)N(C)C(=O)[C@H]2[C@H]2CN(C)C(=NC3CCCCC3)N21
 : -11	.	-0.7	6	.	-7	-3.0	-1	.	-1
Cc1ccc(OCC(=O)N2CCc3ccccc32)c([N+](=O)[O-])n1
 : 2	-1.2	-0.4	3	28	-3	-3.5	0	-2	4
COc1ccc(NC(=O)NC2(C(=O)N3CCN(C)CC3)CCCCC2)cc1
 : 2	0.7	-0.8	-5	13	5	1.0	-2	5	0
O=C(CSc1nc(-c2ccco2)cc(C(F)(F)F)n1)N1CCc2ccccc2C1
 : 11	0.6	2.3	4	-5	-4	-2.4	-4	-14	0
O=C(COC(=O)CNS(=O)(=O)/C=C/c1ccccc1)NC1CCS(=O)(=O)C1 (centres undefined)
 : 0	0.1	-0.2	3	0	-9	-2.9	1	2	21
O=C(NC(=S)NC(CO)Cc1ccccc1)c1ccc(F)cc1 (centres undefined)
 : 10	1.1	-1.2	-11	41	6	-3.7	-2	3	-5
